ST2 IL33 inh: inhibitors of human ST2 (IL1RL1) binding to IL-33, primary screen, biochemical, AlphaLISA; Interleukin-1 receptor-like 1 (Homo sapiens), Q01638; AlphaLISA ST2-Fc/biotin-IL-33 interaction, 1 h; inhibition, % for hits at 17 µM; 2.3% of 78,000 active; AID 1259354, 2018; in the data active means inhibition above about 30%; inconclusive means mostly about 10% to 28%
Target sequence (Q01638 whole entry, looked up): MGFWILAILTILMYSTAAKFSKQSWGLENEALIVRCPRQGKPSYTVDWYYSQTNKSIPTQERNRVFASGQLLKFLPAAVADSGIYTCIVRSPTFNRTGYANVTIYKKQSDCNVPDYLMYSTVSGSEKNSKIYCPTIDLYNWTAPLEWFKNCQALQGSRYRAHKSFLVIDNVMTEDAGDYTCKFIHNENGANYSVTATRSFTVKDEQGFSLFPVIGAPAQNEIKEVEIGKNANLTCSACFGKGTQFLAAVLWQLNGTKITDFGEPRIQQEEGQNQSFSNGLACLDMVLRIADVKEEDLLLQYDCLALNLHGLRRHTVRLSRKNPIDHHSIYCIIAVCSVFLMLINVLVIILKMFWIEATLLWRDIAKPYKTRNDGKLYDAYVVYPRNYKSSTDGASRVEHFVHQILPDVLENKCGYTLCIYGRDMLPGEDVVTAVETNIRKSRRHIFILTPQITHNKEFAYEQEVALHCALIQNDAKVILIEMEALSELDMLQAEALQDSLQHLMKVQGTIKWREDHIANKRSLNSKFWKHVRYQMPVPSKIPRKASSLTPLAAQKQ
Active calls of the source: *; i = inactive; u = inconclusive. These rows are one share of the data; the hit share may differ from the screen's.

A first look:
SMILES | ST2 IL33 inh
Cn1c(=O)n(Cc2ccccc2)c(=O)c2c1nc1n2CCN1c1ccccc1 | u
O=C1C(=O)N(CNc2ccccn2)c2ccccc21 | i
CC1(C(=O)NC2CCCCCC2)CCC(=O)N1Cc1ccc2c(c1)OCO2 (stereo unspecified) | i
CSc1cccc(NS(=O)(=O)c2ccc(CC(C)C)cc2)c1 | i
CN1C[C@@H](NC(=O)COc2ccccc2)C[C@H]1c1nc(-c2ccc3c(c2)OCO3)no1 | i
Cc1ccc(S(=O)(=O)N2CCSC2c2ccc([N+](=O)[O-])cc2)c(C)c1 (stereo unspecified) | u
CCc1nccc(CN2CCC(CNC(=O)C3CCC(C)CC3)C2)n1 (stereo unspecified) | u

All compounds of this part, from the first entry:
SMILES | ST2 IL33 inh
Cn1c(=O)n(Cc2ccccc2)c(=O)c2c1nc1n2CCN1c1ccccc1 | u
O=C1C(=O)N(CNc2ccccn2)c2ccccc21 | i
CC1(C(=O)NC2CCCCCC2)CCC(=O)N1Cc1ccc2c(c1)OCO2 (stereo unspecified) | i
CSc1cccc(NS(=O)(=O)c2ccc(CC(C)C)cc2)c1 | i
CN1C[C@@H](NC(=O)COc2ccccc2)C[C@H]1c1nc(-c2ccc3c(c2)OCO3)no1 | i
Cc1ccc(S(=O)(=O)N2CCSC2c2ccc([N+](=O)[O-])cc2)c(C)c1 (stereo unspecified) | u
CCc1nccc(CN2CCC(CNC(=O)C3CCC(C)CC3)C2)n1 (stereo unspecified) | u
Cc1ccc(NS(=O)(=O)c2c(C)n[nH]c2C)c(C)c1 | i
COc1ccc(/C=C2/C(=O)N(c3ccc(Br)cc3)N=C2C)cc1OC | u
Cc1cc(NC(=O)c2cc(-c3ccco3)on2)nn1Cc1ccc(Cl)cc1 | i
CCC1CN(Cc2c(Cl)ccc(O)c2Cl)CCN1C(C)C (stereo unspecified) | i
Cn1c(C(=O)NC(c2ccccc2)c2ccccc2)cc2c(=O)n3ccccc3nc21 | i
COc1cccc(OC)c1OCC(O)CN1CCCCC1 (stereo unspecified) | i
C=CCNC(=O)c1cc(-c2ccc(Cl)cc2)on1 | i
O=C(CCN1CCCCCC1)Nc1ccc2c(c1)CCC2 | i
O=C1CCCN1C1CCN(S(=O)(=O)CCOc2ccc(F)cc2)CC1 | i
O=C(CSc1nc2ccc([N+](=O)[O-])cc2[nH]1)Nc1ccc(Cl)cc1 | u
CC(C)COC(=O)C1C2C=CC3(CN(C4CCCC4)C(=O)C13)O2 (stereo unspecified) | i
C=CCN(CC=C)C(=O)CN1CCN[C@H]2CS(=O)(=O)C[C@H]21 | i
CC(=O)Nc1cccc(NC(=O)C(Cl)Cl)c1 | i
CNc1ccnc(N2CCC(C(O)c3cccnc3)CC2)n1 (stereo unspecified) | i
CCn1c2ccccc2c2cc(CN3CCN(Cc4ccccn4)CC3)ccc21 | i
COCCOC(=O)C1=C(N)OC2=C(C(=O)CC(C)(C)C2)C1c1ccc(Br)cc1 (stereo unspecified) | u
O=C(O)c1c[nH]c2c(Cl)c(Cl)ccc2c1=O | u
CCSc1nc2c(c(=O)[nH]1)C(c1cccnc1)C1=C(CCCC1=O)N2 (stereo unspecified) | i
Later entries.
SMILES | ST2 IL33 inh
CCN(Cc1noc(CC(C)C)n1)C(=O)C1CCCO1 (stereo unspecified) | i
Cc1ccc(S(=O)(=O)c2ccc(C)cc2)cc1 | u
COc1ccc(OCC(=O)Nc2ccc(C)c(OCc3cc(=O)n4ccc(C)cc4n3)c2)cc1 | i
O=C(NCCN1CCOCC1)c1ccc2c(c1)ncn2C1CCCCCC1 | i
c1ccc(CN2CCN(C3CCCCCC3)CC2)cc1 | i
CCCCn1cnc2cc(NCc3cccs3)ccc21 | i
Cn1c(C2CCC2)nc2cc(C(=O)NC3Cc4ccccc4C3)cc(NC(=O)C3CCCO3)c21 (stereo unspecified) | i
CCOc1ccc(CN2C(=O)CCC2(C)C(=O)NC2CCCCC2)cc1OC (stereo unspecified) | i
Cc1cccnc1CC(C)Nc1ccc(-c2nccn2C)nn1 (stereo unspecified) | i
COc1ccc(CC(=O)N(Cc2ccccc2)Cc2ccccc2)cc1 | i
Cc1cc(NC(=O)CS(=O)(=O)c2cn(Cc3cccc(F)c3)c3ccccc23)no1 | i
O=C1c2ccc([N+](=O)[O-])cc2C(=O)N1CN1CCCCC1 | i
CC(C)N(Cc1nccn1C)C(=O)C1CCCCO1 (stereo unspecified) | i
CCOc1ccc(/C=C(\C#N)c2nc(-c3ccc(OCC)cc3)cs2)cc1 | 33%*
O=C(NCCNC(=O)c1ccco1)c1ccco1 | i
CCN(Cc1ccncc1)C1CCCN(S(=O)(=O)c2cc3ccccc3s2)C1 (stereo unspecified) | u
C=CCOc1ccc(/C=c2\sc3nc(-c4ccncc4)nn3c2=O)cc1 | i
CC1=NN(C2CCS(=O)(=O)C2)C(=O)C1(Sc1ccccc1)Sc1ccccc1 (stereo unspecified) | i
O=C(NCc1ccco1)c1ccc2c(c1)N(Cc1ccccc1Cl)C(=O)CS2 | i
CCCc1[nH]n(-c2nc3ccccc3s2)c(=O)c1C(C)=Nc1cccc(F)c1 | i
CCOC(=O)c1c(-c2ccccc2)oc2cc(Br)c(OCC#N)cc12 | i
O=C(NCC(F)(F)C(F)F)c1ccncc1 | i
CC(=O)N1CCc2cc(Br)cc(S(=O)(=O)CC(=O)NC3CCCC3)c21 | i
Cc1ncc2c(c1CNC(=O)c1ccsc1)CCN(C(=O)c1cccc(-c3ccc(F)cc3)c1)C2 | u
Cc1ccc(C(=O)Nc2ccc(Br)cc2F)c(Cl)c1 | i
Later entries:
SMILES | ST2 IL33 inh
CNC(=O)c1ccc(Cn2c(=O)c3cc(OC)c(OC)cc3n(CC(=O)N3CCCCCC3)c2=O)cc1 | i
CC(C)(C)C(=O)Nc1ccc(NC(=O)C(C)(C)C)cc1 | i
O=C(CSc1c2c(nc3ccccc13)CCC2)N1CCCCCC1 | i
CC(C)=CCC[C@](C)(O)[C@H]1CC[C@]2(C)[C@@H]1[C@H](O)CC1[C@@]3(C)CC[C@H](O)C(C)(C)[C@@H]3[C@@H](O[C@@H]3O[C@H](CO)[C@@H](O)[C@H](O)[C@H]3O[C@@H]3O[C@H](CO)[C@@H](O)[C@H](O)[C@H]3O)C[C@]12C (stereo partly specified) | u
COc1ccc(CCN(Cc2ccccn2)S(=O)(=O)c2ccc(C(C)(C)C)cc2)cc1OC | i
O=C(CSc1nnc(COc2ccc3c(c2)CCCC3)o1)Nc1cccc(Cl)c1Cl | i
Cc1cc(OCC(O)CNC(C)C)ccc1Cl (stereo unspecified) | i
CCN(CC)/C(=C\C(=O)c1ccc([N+](=O)[O-])cc1)c1ccccc1 | 31%*
O=C(NC1CCCCC1)N1CCCC(CNS(=O)(=O)Cc2ccccc2)C1 (stereo unspecified) | i
CC(=O)c1cc(CN2CCCC(N3CCN(c4cccc(Cl)c4)CC3)C2)cs1 (stereo unspecified) | i
Cc1[nH][nH]c(=O)c1C(c1ccco1)c1c(C)[nH][nH]c1=O | u
CC(C)c1nnc(NC(=O)c2cccc([N+](=O)[O-])c2)s1 | i
COC(=O)c1ccc(CNC(=O)c2cn(Cc3ccccc3Cl)nn2)cc1 | i
COc1ccc(C2CC(c3cccc(Br)c3)n3nc(N)nc3N2)cc1 (stereo unspecified) | i
COc1cccc(N2COc3cc(C)c(Cl)c(C)c3C2)c1 | i
CCCn1cc(SCC(=O)NCc2ccco2)c2ccccc21 | u
N#CC1=C(N)Oc2cc(O)ccc2C1c1cccc2ccccc12 (stereo unspecified) | i
Cc1cccc(C2=N/C(=C\c3coc4ccccc4c3=O)C(=O)O2)c1 | u
Cc1ccc(C)c(S(=O)(=O)N=C(c2ccc(Cl)cc2)N(C)C)c1 | 78%*
O=C(CSCc1ccccc1Cl)NCCSc1ccccn1 | i
COc1ccccc1NC(=O)N1C[C@@H]2C[C@H](C1)c1ccc(-c3ccccc3CN3CCOCC3)c(=O)n1C2 | i
COC(=O)[C@@H]1Cc2ncn(Cc3ccc(Cl)cc3)c2CN1Cc1ccc(NC(C)=O)cc1 | i
CCOC(=O)C1=C(N)OC2=C(C(=O)CC(c3ccccc3)C2)C1c1ccc(C)cc1 (stereo unspecified) | i
COc1cccc(C=Nc2ccc(S(=O)(=O)Nc3ccccn3)cc2)c1OC | i
Fc1ccc(N2CCN(C3=CC(N4CCN(c5ccc(F)cc5)CC4)C4COC3O4)CC2)cc1 (stereo unspecified) | i
Remaining list, next part:
SMILES | ST2 IL33 inh
O=C(c1cccc(F)c1)N1CCN(CCCc2ccccc2)CC1 | i
O=C1CC(c2cccc([N+](=O)[O-])c2)CC2=C1C(c1ccc(Cl)cc1)Nc1ccccc1N2 (stereo unspecified) | i
O=C(NCc1cccs1)c1cc2n(n1)C(C(F)(F)F)CC(c1ccc(Cl)c(Cl)c1)N2 (stereo unspecified) | i
CC(C)c1cc(C(=O)NC2CCCCC2)no1 | i
CS(=O)(=O)n1nnc2ccccc21 | i
CCCCC(=O)Nc1cccc(OCc2cc(=O)n3cc(Cl)ccc3n2)c1 | i
COc1ccc(C(=O)Oc2ccc3c4c(c(=O)oc3c2)CCC4)cc1OC | i
CCN(CC)S(=O)(=O)c1ccc2oc(C(=O)NCc3cccnc3)c(C)c2c1 | i
CCN1CC(NC(=O)COc2ccccc2O)CC1=O (stereo unspecified) | u
Cc1ccc(-c2cc(C(=O)NC(C)Cc3cc(C)[nH]n3)[nH]n2)cc1 (stereo unspecified) | i
CN(CC(=O)NCc1ccncc1)S(=O)(=O)c1ccc(Cl)cc1 | i
COCC1=C(C(=O)OC)C(c2ccncc2)C(C#N)=C(N)O1 (stereo unspecified) | i
COc1ccc(NC(=O)O[C@@H]2CO[C@H]3[C@@H]2OC[C@@H]3NC(=S)Nc2cc(OC)cc(OC)c2)cc1 | i
CC(N)=NCc1cccc(CN)c1 | i
Cn1cnnc1-c1cc(Cl)ccc1Cl | u
CCCN1CCC(Cc2noc(Cn3[nH]c(=O)ccc3=O)n2)CC1 | i
O=C(NCC1CCCCO1)c1ccc(CSc2ccccn2)cc1 (stereo unspecified) | i
CSC1=C(C#N)C(c2cccc(Cl)c2)CC(=O)N1 (stereo unspecified) | i
CCc1noc(CN(CC)C(=O)C(c2cccc(C)c2)N(C)C)n1 (stereo unspecified) | i
O=C(NC1CC(=O)N(c2ccccc2)C1)c1ccc(Br)o1 (stereo unspecified) | i
CC(C)c1cc(N2CCCC3(CC2)CNC(=O)O3)nc(C(F)(F)F)n1 (stereo unspecified) | i
COc1cc(/C=c2\sc3n(c2=O)CN(c2ccc(C)cc2)CN=3)c([N+](=O)[O-])cc1OC | 38%*
CO[C@H]1CN(C(=O)c2cccc3c2OCC3)CC[C@H]1N | i
Cc1cc2nnc(SCC(=O)NCCc3ccccc3)n2c2ccccc12 | i
CC(O)c1nc2ccccc2n1Cc1ccccc1Cl (stereo unspecified) | u

A draw from above in order of SMILES length, low to high.
SMILES | ST2 IL33 inh
CS(=O)(=O)n1nnc2ccccc21 | i
CSC1=C(C#N)C(c2cccc(Cl)c2)CC(=O)N1 (stereo unspecified) | i
Cc1cc2nnc(SCC(=O)NCCc3ccccc3)n2c2ccccc12 | i
CC(C)c1cc(N2CCCC3(CC2)CNC(=O)O3)nc(C(F)(F)F)n1 (stereo unspecified) | i

New compounds follow.
SMILES | ST2 IL33 inh
O=C(CCc1nc(-c2ccccc2F)no1)NC1CCCCC1 | i
O=C(CN1C(=O)c2ccccc2S1(=O)=O)Nc1ccc(Br)cc1 | i
O=C(NCc1nc2ccccc2n1Cc1ccccc1F)c1ccc(F)cc1 | i
COc1cccc(NC(=O)CCC2CCN(C(=O)Cc3nonc3C)CC2)c1 | i
CCSc1nc2c(c(=O)[nH]1)C(c1cccs1)C1=C(CCCC1=O)N2 (stereo unspecified) | i
CC(Oc1ccc(Cl)cc1Cl)C(=O)Nc1ccc(S(N)(=O)=O)cc1 (stereo unspecified) | u
COc1ccc2cc3cc(C(=O)N4CCN(C)CC4)oc3nc2c1 | i
COc1ccc(CC(=O)Nc2cccc([N+](=O)[O-])c2)cc1 | u
CNC(=O)C1CCN(Cc2cccc(C(=O)Nc3cccc(CO)c3C)c2)C1 (stereo unspecified) | u
CCCN(CCC)C(=O)c1cn(CC)c2ccc(S(=O)(=O)N3CCCCC3)cc2c1=O | i
Cc1ccc(O)c(C=Nc2ccc(Br)c3cccnc23)c1 | 97%*
Cc1cc(C)c(S(=O)(=O)Nc2c(C)n(C)n(-c3ccccc3)c2=O)c(C)c1 | i
CCCCOC(=O)C1=C(C)Nc2nnnn2C1c1ccc(Br)cc1 (stereo unspecified) | i
CN(C)C(=O)c1ccc2c(c1)N(CC(=O)Nc1cccc(Cl)c1)C(=O)C1CCCCN21 (stereo unspecified) | i
O=C(Nc1ccc(F)cc1F)C(Cc1ccccc1)N1C(=O)c2ccccc2C1=O (stereo unspecified) | i
C=CC1C(O[C@@H]2O[C@H](CO)[C@@H](O)[C@H](O)[C@H]2O)OC=C(C(=O)OC)C1CC(=O)O (stereo partly specified) | u
O=C1CC(N2CCN(Cc3ccccc3)CC2)C(=O)N1c1cccc(Cl)c1 (stereo unspecified) | u
O=C1CCCCCN1SSN1CCCCCC1=O | u
CCOc1cccc(C2NC(=O)NC(C)=C2C(=O)OCCc2ccccc2)c1 (stereo unspecified) | i
O=C(Nc1ccc2oc(-c3ccccc3)nc2c1)c1ccccc1I | i
CNC(=O)CN1CCN(Cc2ccc(F)cc2Cl)C1=O | i
Cc1cc(N2CCCCC2)nc2ccc(NC(=O)CCC(=O)N3CCC(C(N)=O)CC3)cc12 | i
Cc1ccc(N(C(=O)c2ccc(OC(C)C)cc2)C2C=CS(=O)(=O)C2)cc1C (stereo unspecified) | i

Source: PubChem BioAssay (IUPUI and University of Michigan)
